MrgX1 PAM: positive allosteric modulators of MrgX1, primary screen, HEK293 cells, Fluo-4 calcium flux; Mas-related G-protein coupled receptor member X1 (Homo sapiens), Q96LB2; FDSS; stronger effect = higher value; B-score at 10 µM; 0.63% of 310,000 active;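 active = plate-corrected calcium response at least 3 library SD above typical, normal starting fluorescence, not activating the receptor alone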;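 also: compound read alongside a low EC10 to EC30 dose of BAM8-22 agonist; peak minus trough fluorescence over baseline measured at the second addition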
MrgX1 antagonist: antagonists of human MrgX1 receptor, primary screen, HEK293 cells, Fluo-4 calcium flux. BAM8-22 antagonism; stronger effect = lower value. 1.3% of 310,000 active. Mas-related G-protein coupled receptor member X1 (Homo sapiens), Q96LB2. B-score at 10 µM. AID 588676, 2011;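 active = calcium-response B-score plate-corrected more than 3 library SD below zero, starting fluorescence within 5 deviations, no agonist response on first addition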;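 also: peak minus trough fluorescence over baseline after final BAM8-22 challenge near maximal dose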
TRPC4 potent: positive allosteric modulators of TRPC4, primary screen, cell-based, mouse TRPC4beta, HEK293 mu-opioid, Fluo-4 calcium; DAMGO EC20, Fluo-4 Ca2+ flux; stronger effect = higher value; B-score at 10 µM; 0.42% of 310,000 active;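 active = B-score of calcium response area above 5 SD of library B-scores, with initial fluorescence ratio within 5 SD of library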;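 also: B-score of integrated fluorescence ratio over time as area under calcium response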
TRPC4 block: inhibitors of mouse TRPC4 channel, primary screen, Fluo4 calcium, HEK293 TRPC4beta/mu-opioid cells. Short transient receptor potential channel 4 (Mus musculus), Q9QUQ5. DAMGO-evoked Fluo4 calcium flux; stronger effect = lower value. B-score at 10 µM. 0.39% of 300,000 active. AID 2247, 2010;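 active = B-score over 3 SD under the library average, no early fluorescence shift, positive overall ratio signal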
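Signal: kinetic Fluo4 fluorescence imaging of calcium influx. Material: stable TRPC4beta/mu-opioid receptor HEK293 cells. Probe or stimulus: DAMGO in two steps, submaximal then maximal.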
MrgX1 agonist: agonists of human MrgX1 receptor, primary screen, HEK293 cells, Fluo-4 calcium flux; Mas-related G-protein coupled receptor member X1 (Homo sapiens), Q96LB2; Fluo-4 calcium fluorescence, agonist mode; stronger effect = higher value; B-score at 10 µM; 0.44% of 310,000 active; AID 588627, 2011;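 active = calcium response B-score plate-corrected fluorescence ratio at least 3 library SD, with starting fluorescence B-score inside 5 SD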
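Assay system: stable human MrgX1 HEK293 cell line. Quantity: 15,000 cells per well. Schedule: cells plated overnight, dye loaded 0.5 h 37 °C, 0.5 h room temperature. Detection: Fluo-4 NW calcium-flux fluorescence, kinetic read. Read-out basis: peak-minus-minimum fluorescence over baseline, converted to B scores. Control set: positive and negative control wells on each plate.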
HIF activator: HIF pathway transcriptional activators, primary screen, cell-based, U2OS HRE-luciferase, luminescence | U2OS HRE-luciferase reporter; normalized: DMSO 0%, desferrioxamine 100% | activation, % at 7.5 µM (by protocol) | 0.32% of 300,000 active | AID 1910, 2009;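 active = mean activation of at least 10% of the iron chelator positive control signal, with at least half of replicates also reaching 10%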
TRPC6 inh: mouse TRPC6 channel inhibitors, primary screen, cell-based, HEK293, membrane potential dye; Short transient receptor potential channel 6 (Mus musculus), Q61143; ACh-evoked depolarization; stronger effect = lower value; B-score at 10 µM; 1.1% of 310,000 active; AID 2553, 2010;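 active = B-score under library mean minus 3 SD, initial fluorescence not abnormally high, positive integrated signal ratio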;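 also: B-score derived from integrated fluorescence ratio over the kinetic read; more negative B-score means stronger inhibition of depolarization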
Target sequence (Q61143 whole entry, looked up): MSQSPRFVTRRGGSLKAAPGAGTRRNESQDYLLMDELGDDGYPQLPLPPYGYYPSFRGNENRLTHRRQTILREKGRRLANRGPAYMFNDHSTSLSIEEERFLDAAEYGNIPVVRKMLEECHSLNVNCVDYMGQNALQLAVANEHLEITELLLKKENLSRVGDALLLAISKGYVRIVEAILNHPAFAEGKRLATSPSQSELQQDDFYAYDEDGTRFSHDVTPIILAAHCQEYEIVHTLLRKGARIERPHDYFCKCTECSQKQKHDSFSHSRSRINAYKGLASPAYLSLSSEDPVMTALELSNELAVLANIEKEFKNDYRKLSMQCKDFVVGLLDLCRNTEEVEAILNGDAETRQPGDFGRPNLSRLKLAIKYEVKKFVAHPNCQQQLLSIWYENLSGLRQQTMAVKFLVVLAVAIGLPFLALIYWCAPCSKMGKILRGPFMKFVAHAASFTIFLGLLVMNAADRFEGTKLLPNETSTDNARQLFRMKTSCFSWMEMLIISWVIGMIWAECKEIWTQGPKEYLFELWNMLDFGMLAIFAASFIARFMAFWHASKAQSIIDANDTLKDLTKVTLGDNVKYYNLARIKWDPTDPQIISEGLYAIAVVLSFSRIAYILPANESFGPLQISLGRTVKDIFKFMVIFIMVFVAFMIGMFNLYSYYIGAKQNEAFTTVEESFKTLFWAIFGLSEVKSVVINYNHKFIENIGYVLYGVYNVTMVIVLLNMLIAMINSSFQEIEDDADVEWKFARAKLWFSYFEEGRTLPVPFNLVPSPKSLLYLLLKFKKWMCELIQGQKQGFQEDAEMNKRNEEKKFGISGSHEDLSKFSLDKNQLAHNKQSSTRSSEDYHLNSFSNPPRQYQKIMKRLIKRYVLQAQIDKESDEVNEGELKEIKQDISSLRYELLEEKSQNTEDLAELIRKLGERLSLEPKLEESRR
PolyA inh: polyadenylation inhibitors in yeast reporter cells, primary screen, luminescence, S. cerevisiae; calls only at 12 µM; AID 1875, 2009; S. cerevisiae SKY197-pL101 polyadenylation reporter, beta-gal luminescence; efflux-impaired pdr1/pdr3 knockout yeast; score 100 = 6 SD above DMSO; 0.02% of 300,000 active;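 active = lowest replicate activity score at least 50, where 100 means six control SD above control mean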;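 also: yeast exposed to compound for 9 h at 30 °C; higher score means more reporter readthrough which indicates perturbed polyadenylation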
AI-2 QS mod: Vibrio harveyi AI-2 quorum sensing modulators, primary screen, JMH597 strain, luminescence/OD600 ratio; Vibrio harveyi JMH597 AI-2 luminescence/OD600 ratio, 9 h; stronger effect = lower value; strain lacks LuxN and CqsS sensors; 0 = neutral-control median; activity change, % at 7.5 µM; 0.4% of 300,000 active; in the data active = activity change below about -75%, passing the limit was not always enough;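 also: luminescence divided by OD600 gain over 9 h not by final OD600 alone; inactives centre near 13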
TRPC6 activator: mouse TRPC6 channel activators, primary screen, cell-based, HEK293, membrane potential dye. 0.13% of 310,000 active. B-score at 10 µM. Short transient receptor potential channel 6 (Mus musculus), Q61143. HEK293-TRPC6 membrane potential dye fluorescence; stronger effect = higher value;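 active = B-score of the integrated fluorescence ratio above library mean plus 3 SD, and starting fluorescence ratio within library mean plus 5 SD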;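 also: higher score means more depolarization so channel activation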
TRPC4 act: activators of mouse TRPC4 channel, primary screen, Fluo4 calcium, HEK293 TRPC4beta/mu-opioid cells | Fluo4 calcium fluorescence; stronger effect = higher value | 0.49% of 310,000 active | Short transient receptor potential channel 4 (Mus musculus), Q9QUQ5 | AID 2237, 2010 | B-score at 10 µM;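 active = B-score above 5 SD of library B-scores, and initial fluorescence ratio not above library mean plus 5 SD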;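 also: positive B-score marks a calcium rise read as TRPC4 activation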
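System: HEK293 cells stably co-expressing mouse TRPC4beta and mu-opioid receptor; Schedule: Fluo4 dye loading 45 min at room temperature, 110 s recording; Detection: Fluo4 fluorescence, kinetic; Evaluation: B-scored integrated calcium fluorescence ratio; Controls: buffer (low) and maximal DAMGO (high).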
* marks the source's active call; other numbers are inactive results; i = inactive; . = no result given. Only part of the results is shown; count on the stated rates, not on these rows.

item	SMILES	MrgX1 PAM	MrgX1 antagonist	TRPC4 potent	TRPC4 block	MrgX1 agonist	HIF activator	TRPC6 inh	PolyA inh	AI-2 QS mod	TRPC6 activator	TRPC4 act
1	Cc1cc(C(=O)N/N=C2\CC(=O)CC(C)(C)C2)c(C)n1-c1ccccc1	i	i	i	i	i	0.0	i	i	11.8	i	i
2	CC(C)(C)C(=O)Oc1ccc2cc(-c3ccc4ccccc4n3)c(=O)oc2c1	i	i	i	i	i	-0.1	i	i	15.5	i	i
3	COCCCC1CCN(C(=O)c2cc(COc3cc(C)ccc3C)on2)CC1	i	i	i	i	i	3.8	i	i	14.1	i	i
4	OC(COc1ccccc1)CN1CCN(c2ncccn2)CC1 (stereo not given)	i	i	i	i	i	-0.4	i	i	-5.1	i	i
5	O=C(O)c1ccc(Cl)c(S(=O)(=O)NCC2CCCO2)c1 (stereo not given)	i	i	i	i	i	0.4	i	i	12.2	i	i
6	COc1ccc(-c2nnc(NC(=O)CSc3ccccc3)s2)cc1OC	i	i	i	i	i	0.2	i	i	19.7	i	i
7	Cc1onc(-c2c(Cl)cccc2Cl)c1C(=O)c1c[nH]c(C(=O)NCCCN2CCOCC2)c1	i	i	i	i	i	-0.2	i	i	8.8	i	i
8	COc1ccc(N(C)S(=O)(=O)c2ccc3c(c2)oc(=O)n3C)cc1	i	i	i	i	i	-0.3	i	i	13.2	i	i
9	CCn1c(CCc2ccccc2)nc2ccccc21	i	i	i	i	i	1.8	i	i	-6.5	i	i
10	Cc1ccc(C)c(NC(=O)CSc2nc(C)cc(C)c2C#N)c1	i	i	i	i	i	0.0	i	i	25.9	i	i
11	Cc1cccc(OCCc2c(C)[nH]c(=S)[nH]c2=O)c1	i	i	i	i	i	-0.7	i	i	11.2	i	i
12	COc1ccccc1NC(=O)CSCC(N)=O	i	i	i	i	i	-0.1	i	.	7.6	i	i
13	CCN(CC)C(=O)CSc1nnc(CNc2ccc(F)cc2)n1Cc1ccco1	i	i	i	i	i	0.1	i	i	-1.6	i	i
14	O=C(CSc1ncn[nH]1)c1ccc2c(c1)OCCO2	i	i	i	i	i	0.6	i	i	10.4	i	i
15	CCc1ccc(C(=O)Nc2cc3c(cc2Cl)OCCCO3)cc1	i	i	i	i	i	2.1	i	i	11.5	i	i
16	O=C(Cn1nnc2ccccc2c1=O)NCc1ccc(Cl)cc1	i	i	i	i	i	0.1	i	i	-34.2	i	i
17	CC(=O)c1ccc(N2CCN(c3ccc(S(=O)(=O)NCCN(C)C)cc3[N+](=O)[O-])CC2)cc1	i	i	i	i	i	-0.8	i	i	7.3	i	i
18	COc1ccc(CNC(=O)CN(C(=O)CCC(=O)Nc2ccccn2)c2ccccc2OC)cc1	i	i	.	.	i	0.0	.	i	9.6	.	.
19	c1nnnn1C12CC3CC(CC(C3)C1)C2	i	i	i	i	i	-0.3	i	i	19.7	i	i
20	Cc1cc(C)n(CCNS(=O)(=O)c2ccc(Cl)cc2)n1	i	i	i	i	i	-0.6	i	i	15.6	i	i
21	O=C(O)c1ccccc1C(=O)Nc1cccc([N+](=O)[O-])c1	i	i	i	i	i	-0.1	i	i	19.1	i	i
22	CCOC(=O)N1CCN(C(=O)c2ccc(Cn3c(=S)[nH]c4cc(C(=O)OC)ccc4c3=O)cc2)CC1	i	i	i	i	i	0.2	i	i	-7.6	i	i
23	O=C(N/N=C/c1cccc(O)c1)c1ccc(COc2ccc3c(c2)CCC3)o1	i	i	i	i	i	.	i	i	11.6	i	i
24	CCOc1ccc(/C=N/NC(=O)c2ccc(CSc3nc4ccccc4[nH]3)cc2)cc1	i	i	i	i	i	-0.1	i	i	16.4	i	i
25	Cc1[nH]n(C(N)=S)c(=O)c1N=Nc1ccc(Cl)cc1Cl	i	i	i	i	i	2.7	i	i	23.0	i	i
26	CC(C)CC[n+]1ccn(-c2nc3ccccc3nc2[N-]S(=O)(=O)c2ccccc2)c1	i	i	i	i	i	-0.2	i	i	20.3	i	i
27	CN1CCN(C(=O)C2=C[C@H](c3ccc4c(c3)OCO4)C[C@H](OCCCCO)O2)CC1	i	i	i	i	i	0.1	i	i	24.1	i	i
28	O=C(CN1C(=O)C2CC=CCC2C1=O)Nc1ccc(S(=O)(=O)NC2=NCCCCC2)cc1 (stereo not given)	i	i	i	i	i	-2.2	i	i	10.9	i	i
29	COc1ccc(NC2CCCN(C(=O)c3ccccc3C(F)(F)F)C2)cc1 (stereo not given)	i	i	i	i	i	1.3	i	i	15.4	i	i
30	CCCCOc1ccc(C2C3CN(C(=O)OCC)CC=C3C(C#N)=C(N)C2(C#N)C#N)cc1OC (stereo not given)	i	i	i	i	i	-0.2	i	i	17.2	i	i
31	COc1ccc(COC(=O)C2CCN(S(=O)(=O)c3ccc(C)cc3)CC2)cc1	i	i	i	i	i	-9.7	i	i	21.7	i	i
32	Cc1ccc(NS(=O)(=O)c2cc(NC(=O)c3cc(=O)[nH]c(=O)[nH]3)ccc2Cl)c(C)c1	i	i	i	i	i	-0.4	i	i	26.8	i	i
33	Cc1noc(C)c1C(=O)N1CCc2ccccc2C1	i	i	i	i	i	-0.6	i	i	9.3	i	i
34	O=C(NCCC(c1ccccc1)c1ccccc1)c1cccs1	i	i	i	i	i	-0.5	i	i	18.7	i	i
35	CN(C)c1ccc(C(=O)c2ccc(O)cc2O)cc1	i	i	i	i	i	2.8	i	i	25.4	i	i
36	COCCN(C(=O)COC(=O)/C=C/c1ccc(OC)c(OC)c1)c1c(N)n(Cc2ccccc2)c(=O)[nH]c1=O	i	i	i	i	i	0.2	i	i	24.0	i	i
37	COC(=O)c1cc(C)nc2c1C(=O)C(=O)C=C2N1CCOCC1	i	i	i	i	i	-1.6	i	i	17.1	i	i
38	NC1=NC(=O)/C(=C/c2cccs2)S1	i	i	i	i	i	-0.4	i	i	32.9	i	i
39	CCOC(=O)N1CCN(C(=O)COC(=O)c2ccc(O)cc2O)CC1	i	i	i	i	i	0.6	i	i	7.5	i	i
40	COc1ccccc1OCCC(=O)O	i	i	i	i	i	-0.3	i	i	7.8	i	i
41	S=C(NNC(=S)Nc1ccccc1)Nc1ccccc1	i	i	i	i	i	3.3	i	i	-28.9	i	i
42	CC(C)c1cc(-c2cc(C(=O)Nc3ccccc3)on2)nc(NCC2CC2)n1	i	i	i	i	i	-0.6	i	i	33.6	i	i
43	COc1cccc2[nH]c3c(N4CCC(C)CC4)ncnc3c12	i	i	i	i	i	0.5	i	i	2.8	i	i
44	CN(CC(=O)NCc1ccc(F)cc1)S(=O)(=O)c1cccc2nsnc12	i	i	i	i	i	0.6	i	i	22.4	i	i
45	O=C(Nc1nc2cc3c(cc2s1)OCCO3)c1ccc(N2C(=O)CCC2=O)cc1	i	i	i	i	i	0.9	i	i	25.1	i	i
46	CC(=O)C1=C(c2ccccc2)NC(=O)NC1c1ccccc1OCC(=O)NCc1ccccc1 (stereo not given)	i	i	i	i	i	.	i	i	18.0	i	i
47	CCC1CCCCN1C(=O)COc1ccc2c(c1)OCO2 (stereo not given)	i	i	i	i	i	0.0	i	i	18.7	i	i
48	Cc1ccc(C2=CC(c3ccccc3)n3ncnc3N2)c(C)c1 (stereo not given)	i	i	i	.	i	0.0	i	i	4.7	i	i
49	CCN1CCN(CC(=O)Nc2nc3ccccc3s2)CC1	i	i	i	i	i	-11.3	i	i	-7.5	i	i
50	O=C(NCc1cccnc1)Nc1ccccc1F	i	i	i	i	i	0.9	i	i	15.1	i	i
51	COc1ccc2c(c1)c(=O)oc1c(C)c(OCc3ccc(C(=O)O)cc3)ccc12	i	i	i	i	i	0.4	i	i	16.0	i	i
52	COc1ccccc1NC(=O)N1CCN(c2cccc(C(F)(F)F)c2)CC1	i	i	i	i	i	0.2	i	i	7.5	i	i
53	CCOc1ccc(S(=O)(=O)NCCC(=O)N2CCCN(C)CC2)cc1	i	i	i	i	i	0.3	i	i	7.1	i	i
54	Cc1ccc(N=Cc2ccc(N(C)C)cc2)cc1C	i	i	i	i	i	3.0	i	i	9.0	i	i
55	CCOCCCN(C)C1CCN(C(=O)c2oc3ccccc3c2NC(=O)c2cccc([N+](=O)[O-])c2)CC1	i	i	i	i	i	-0.4	i	i	10.5	i	i
56	Clc1ccc(-c2ccccc2)nn1	i	i	i	i	i	0.1	i	i	6.4	i	i
57	C#CCOc1ccc(C2C3=C(CCCC3=O)N(CC(=O)O)C3=C2C(=O)CCC3)cc1Br	i	i	i	i	i	-6.1	i	i	-6.9	i	i
58	CCOC(=O)CCSc1cc(C)c2ccccc2n1	i	i	i	i	i	-0.3	i	i	10.8	i	i
59	CCOc1ccccc1N1CCN(Cc2c(C)n(C)n(-c3ccccc3)c2=O)CC1	i	i	i	i	i	0.6	i	i	-2.5	i	i
60	COCCCn1c(SCC(=O)Nc2oc(C)c3c(C)n[nH]c(=O)c23)nc2ccccc2c1=O	i	i	i	i	i	-0.6	i	i	9.3	i	i
61	O=C(Nc1cccs1)Nc1c(F)c(F)c(F)c(F)c1F	i	i	i	i	i	-0.1	i	i	7.2	i	i
62	COc1ccc(-c2n[nH]c3c2CN(C(=O)c2ccc(OC)c(OC)c2)CC3)cc1	i	i	i	i	i	0.6	i	i	-3.9	i	i
63	CC(=O)c1ccc(N2CCN(S(=O)(=O)c3ccccc3)CC2)c(F)c1	i	i	i	i	i	-1.0	i	i	-0.1	i	i
